Source: PubChem (several laboratories)
NRP1-CendR mod: modulators of CendR peptide binding to NRP-1, primary screen, biochemical, fluorescence polarization, uHTS; inhibition, % at 25 µM; FAM-RPARPAR peptide binding to NRP-1; 360,000 tested, 0.85% active;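 active means inhibition or corrected inhibition above about 18%, plus a signal ratio from 0.5 to 1.5, limit read from the data, passing the limit was not always enough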; further: strong numbers were not always called active
Neddyl block: inhibitors of cullin neddylation, primary screen, biochemical, TR-FRET, uHTS, NAE and Ubc12; NEDD8-conjugating enzyme Ubc12 (Homo sapiens) + NEDD8-activating enzyme E1 regulatory …; AID 651699, 2012; 360,000 tested, 0.58% active; calls only at 25 µM; in the data active means inhibition above about 36%
MsrA inhibitor: bovine MsrA enzyme inhibitors, primary screen, biochemical, absorbance, HTS; Methionine sulfoxide reductase A (Bos taurus); purified bovine MsrA, absorbance read-out; inhibition, % at 15.5 µM; 360,000 tested, 0.75% active; in the data active means inhibition above about 4.5%;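 further: 0% = vehicle wells with enzyme and 100% = reference inhibitor wells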
Rin1-Abl PPI inh: inhibitors of Rin1-Abl protein binding, primary screen, biochemical, TR-FRET | 360,000 tested, 0.4% active | Tyrosine-protein kinase ABL1 (Homo sapiens) + Ras and Rab interactor 1 (Homo sapiens), … | inhibition, % at 7.35 µM; in the data active means inhibition above about 5%, passing the limit was not always enough
eLon inh: inhibitors of E. coli Lon protease, primary screen, biochemical, fluorescence polarization; AID 602123, 2011; P0A9M0; inhibition, % at 7.94 µM; 360,000 tested, 0.42% active; purified E. coli Lon protease; in the data active means inhibition above about 13%, passing the limit was not always enough;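 further: 0% = enzyme with probe and DMSO and 100% = no enzyme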
Target sequence (P0A9M0 whole entry, looked up): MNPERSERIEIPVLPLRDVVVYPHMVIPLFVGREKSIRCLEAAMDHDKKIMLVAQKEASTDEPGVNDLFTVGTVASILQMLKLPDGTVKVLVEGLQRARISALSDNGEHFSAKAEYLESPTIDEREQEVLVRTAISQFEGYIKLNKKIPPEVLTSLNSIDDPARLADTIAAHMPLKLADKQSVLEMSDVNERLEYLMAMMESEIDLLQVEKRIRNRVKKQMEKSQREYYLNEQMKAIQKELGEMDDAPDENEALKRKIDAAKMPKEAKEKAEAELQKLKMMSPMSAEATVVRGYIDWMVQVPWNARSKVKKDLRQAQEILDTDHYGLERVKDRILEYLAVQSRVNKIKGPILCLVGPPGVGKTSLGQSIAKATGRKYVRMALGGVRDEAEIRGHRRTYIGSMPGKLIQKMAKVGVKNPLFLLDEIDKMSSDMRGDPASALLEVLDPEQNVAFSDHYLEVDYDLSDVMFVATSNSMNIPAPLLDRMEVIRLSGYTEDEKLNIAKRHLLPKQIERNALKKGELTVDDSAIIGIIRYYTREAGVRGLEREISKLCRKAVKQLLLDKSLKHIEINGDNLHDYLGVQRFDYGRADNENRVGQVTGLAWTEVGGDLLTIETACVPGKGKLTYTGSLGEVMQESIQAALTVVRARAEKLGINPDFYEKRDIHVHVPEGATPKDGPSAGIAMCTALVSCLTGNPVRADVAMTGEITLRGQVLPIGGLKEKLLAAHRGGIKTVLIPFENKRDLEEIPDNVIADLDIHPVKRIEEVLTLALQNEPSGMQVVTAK
FAS-TE inh: FAS thioesterase domain inhibitors, primary screen, biochemical, fluorescence intensity, uHTS. AID 602261, 2012. recombinant FAS-TE, OMFH fluorogenic substrate, fluorescence endpoint. 360,000 tested, 0.67% active. inhibition, % at 15 µM. Fatty acid synthase (Homo sapiens), P49327;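 active means compounds whose normalised, plate-corrected inhibition of enzyme fluorescence in the single-dose primary screen is 50% or more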;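 further: 0% = DMSO with enzyme and 100% = substrate without enzyme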
SKN-1 inh: suppressors of acrylamide-induced Pgst-4::GFP reporter in worms, primary screen, SKN-1 inhibitor project, whole organism, uHTS, GFP/RFP fluorescence ratio, strain VP596; 360,000 tested, 0.49% active; inhibition, % at 21.8 µM; C. elegans VP596 Pgst-4::GFP/RFP ratio, 24 h;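 active means interference check ratio from 0.5 to 1.5 plus GFP to RFP signal ratio inhibition reaching or exceeding a fixed threshold, cut at about 30% in these data, passing the limit was not always enough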; further: some compounds called inactive have numbers as strong as hits
bovine MsrA act: bovine MsrA enzyme activators, primary screen, biochemical, absorbance, HTS | Methionine sulfoxide reductase A (Bos taurus) | purified bovine MsrA, absorbance read-out | activation, % at 10.6 µM | 360,000 tested, 0.3% active | AID 602163, 2012; in the data active means activation above about 7.5%;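 further: 0% = vehicle and 100% = reference activator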
MT1-MMP act inh: blockers of MT1-MMP proenzyme processing, primary screen, HT1080 RFP-PRO-GFP cells, GFP/RFP fluorescence; GFP/RFP ratio fluorescence, overnight; percent of plate control window, DMSO zero; 360,000 tested, 0.061% active; AID 651647, 2012; GFP/RFP ratio change, % at 20 µM;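 active means GFP/RFP ratio change of at least 30% with cell ATP level not reduced by more than half and red fluorescence within 50% of control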; further: strong numbers were not always called active
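Assay system: RFP-PRO-GFP reporter HT1080 cells; read-out basis: GFP/RFP fluorescence ratio; benchmarks: DMSO wells and RFP-L50D-GFP cells; doses: 20 µM single dose, 1% DMSO; schedule: overnight cell settling, then overnight compound exposure, 37 °C, 5% CO2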
* marks the source's active call; other numbers are inactive results; i = inactive; · = not tested or not shown.

SMILES	NRP1-CendR mod	Neddyl block	MsrA inhibitor	Rin1-Abl PPI inh	eLon inh	FAS-TE inh	SKN-1 inh	bovine MsrA act	MT1-MMP act inh
COc1ccc(C(F)(F)F)cc1N/C=C/c1nnnn1-c1ccc2ccccc2c1	-10	i	-0.9	1	5	23	0	-10	0
c1cncc(-c2nc3ccccc3o2)c1	-22	i	-0.2	3	-3	-27	4	-9	-5
CCOc1ccc(N2CC(C(=O)NCc3ccccn3)CC2=O)cc1 (centres undefined)	0	i	-0.3	6	-8	-3	10	-2	4
CCCCC(=O)N(C)c1c(CC)nc2c(OCC(=O)c3ccc(F)cc3)cccn12	-13	i	0.7	2	2	-3	12	-3	-3
O=C(O)c1[nH]c(-c2ccccc2)c2c1C(=O)N(C1CC1)C2=O	16	i	2.0	-5	-12	-4	1	-4	1
Cc1cc(C(C)(C)C)oc1C(=O)OCC(=O)NC1CCCCC1	7	i	0.3	0	-1	44	9	-2	0
COc1ccc(NC(=O)c2sc(SCc3ccccc3)nc2N)cc1	2	i	1.2	-4	1	16	-6	-2	-1
Clc1cccc(OCCn2cncn2)c1Cl	9	i	-1.2	6	-7	-5	8	-1	1
O=C(CCc1nnc(C2CCCCC2)o1)N1CCN(Cc2ccccc2)CC1	9	i	-0.2	0	-10	-2	3	-2	-2
CC(C)C(=O)Nc1ccc(N2CCN(c3ccc(F)cc3)CC2)cc1	-4	i	-1.8	2	1	-6	-3	-2	4
COc1ccccc1Nc1nc(N)nc(CSc2nc(C)cc(C)n2)n1	0	i	0.8	-2	2	-3	2	-1	3
Cc1ccc(S(=O)(=O)N2CCOCC2)cc1C(=O)N1CCN(S(=O)(=O)c2ccccc2F)CC1	12	i	-1.3	2	3	-5	-9	-10	4
CCOc1ccc(NC(=S)N(CCc2c(C)[nH]c3ccccc23)Cc2cccnc2)cc1	-3	i	-0.4	-3	-4	6	2	0	-1
COc1ccc(CN(C)CC(=O)Nc2ccc(N3CCOCC3)cc2)cc1OC	-1	i	0.2	-3	-10	-7	-1	-6	0
CCOC(=O)c1c(NC(=O)Cn2c(=O)oc3ccccc32)oc(C)c1C(C)=O	-1	i	1.1	-3	2	-9	19	-12	-1
CC1(C)CC(=O)C2=C(C1)N(c1cccc(O)c1)C1=C(C2)C(=O)CC(C)(C)C1	9	i	0.6	0	1	-6	16	-2	-4
CCCCn1c(N)c(N(CC(C)C)C(=O)c2cc3c(s2)CCCCC3)c(=O)[nH]c1=O	-1	i	-1.6	-4	-3	2	5	-2	-4
O=C(NC1CC(=O)N(c2ccccc2)C1)N1CCN(C(=O)c2ccco2)CC1 (centres undefined)	-9	i	-1.7	-4	7	-9	12	0	0
Oc1ccc2oc3c(c2c1/C=N/n1cnnc1)CCCC3	-5	i	0.8	1	-5	-60	-11	-1	-18
CS(=O)(=O)c1cccc(NC(=O)C2CCCN2S(=O)(=O)c2ccc(F)cc2)c1 (centres undefined)	-4	i	0.9	2	-6	-3	4	0	1
COc1ccc(CCNC2=NCC(C)S2)cc1 (centres undefined)	-6	i	0.6	-1	2	-24	-1	-4	3
Cc1noc(COc2ccccc2OCC(N)=O)n1	6	i	-0.2	-2	8	-1	10	-1	3
COc1ccc(C2=NC(C)(C)Cc3cc(OC)c(OC)cc32)cc1OC	-8	i	1.4	2	-1	-4	-15	-4	-2
CN(C)CCCNC(=O)C[C@H]1C[C@H](C(=O)N2CCCCC2)[C@@]2(CCc3ccccc3)c3[nH]c4ccc(Cl)cc4c3CCN2C1=O	7	i	-1.0	1	-5	32	4	-8	-2
C[C@@H]1CN([C@@H](C)CO)C(=O)CCCn2cc(nn2)CO[C@H]1CN(C)S(=O)(=O)c1ccc(C#N)cc1	4	i	-1.3	0	-3	-5	-2	1	1

Profiles, looked up by structure. Values in the order: NRP1-CendR mod | Neddyl block | MsrA inhibitor | Rin1-Abl PPI inh | eLon inh | FAS-TE inh | SKN-1 inh | bovine MsrA act | MT1-MMP act inh
Entry for CCCCC(=O)N(C)c1c(CC)nc2c(OCC(=O)c3ccc(F)cc3)cccn12 = -13 | i | 0.7 | 2 | 2 | -3 | 12 | -3 | -3
Entry for CCOC(=O)c1c(NC(=O)Cn2c(=O)oc3ccccc32)oc(C)c1C(C)=O = -1 | i | 1.1 | -3 | 2 | -9 | 19 | -12 | -1

(listing goes on)
SMILES	NRP1-CendR mod	Neddyl block	MsrA inhibitor	Rin1-Abl PPI inh	eLon inh	FAS-TE inh	SKN-1 inh	bovine MsrA act	MT1-MMP act inh
CC1(NC(=O)NCc2ccco2)CCS(=O)(=O)C1 (centres undefined)	-4	i	0.9	1	6	-10	0	-3	-3
Cc1ccc(C2(C)NC(=O)N(CC(=O)N(c3ccccc3)C3CCS(=O)(=O)C3)C2=O)cc1 (centres undefined)	-2	i	-0.3	0	-5	-3	7	-3	-2
CCn1c(=O)c(=O)[nH]c2cc(C(=O)NCC3CCCCC3)ccc21	-5	i	0.8	-4	-4	-5	15	-2	20
COC(=O)[C@@H]1Cc2c([nH]c3ccccc23)C(C)(C)N1C(=O)CCl	3	i	0.1	0	5	-6	-4	-3	-10
COc1cc(CC(=O)N2CCC(n3nccc3NC(=O)C3CC3)CC2)cc(OC)c1OC	0	i	-0.7	1	-9	-4	19	-1	0
O=C(/C=C/c1ccc([N+](=O)[O-])cc1)NCCSCc1ccco1	4	i	2.0	-4	4	10	-6	-8	5
Cc1ccc(C2(C(F)(F)F)NC(=O)N3C(=C2C#N)Nc2ccccc23)cc1 (centres undefined)	-10	i	0.1	-2	11	-9	-1	-3	-6
COc1cc(C(=S)N2CCOCC2)cc(OC)c1OC(=O)c1cc([N+](=O)[O-])cc([N+](=O)[O-])c1	2	i	0.1	-1	-2	22	-7	-4	13
COc1ccc(NC(=O)c2oc3ccc(S(=O)(=O)N4CCOCC4)cc3c2C)c(OC)c1	6	·	-1.1	-1	8	-1	-8	0	·
CC12CC(c3ccccc3O1)N(C(=O)c1ccco1)C(=S)N2c1ccccc1 (centres undefined)	-4	i	-1.0	4	-16	3	-5	-7	-3
CCCNC(=O)CN1C(=O)NC(CCSC)C1=O (centres undefined)	15	i	0.2	-1	-10	-5	1	-5	-5
COc1ccc(CNn2c(-c3cccs3)nc3ccccc3c2=O)cc1OC	10	i	2.0	-2	-2	16	-14	3	7
CC(C)CNC(=O)CSc1ccc(S(=O)(=O)N2CCN(C)CC2)cn1	2	i	2.6	2	2	-6	4	0	-1
Cc1ccc(Nc2n[nH]c(C)c2[N+](=O)[O-])cc1	-10	i	1.6	-4	-3	-5	11	-1	2
CC(=O)Nc1cccc2c1C(=O)N(c1ccc(C)cc1)C2=O	8	i	0.3	2	10	-9	-4	-8	-2
CCOc1ccc(NC(=O)c2sc(N3CCOCC3)nc2-c2ccccc2)cc1	1	i	0.0	-3	9	0	6	-10	-5
CCCCc1nc2cc(C(=O)N3CCC[C@H]3CO)ccc2o1	12	i	-0.6	2	-10	-2	7	4	3
CC(C1CC2CCC1C2)N1CC(O)=C(c2nc3ccccc3[nH]2)C1=N (centres undefined)	-36	i	0.8	-3	-6	5	-5	-4	-7
O=C(NC(=S)N1CCCC1)c1ccc(Cl)cc1	30*	i	1.8	2	-3	-7	-4	-3	1
CC1=CC(C)(C)Nc2ccc(OC(=O)CCN3C(=O)c4ccccc4C3=O)cc21	-8	i	1.5	0	-11	25	11	-3	-57
COc1ccc(CCNCc2ccc(OCc3ccccc3)cc2)cc1	16	i	-0.9	3	-5	-6	2	-10	1
O=C(Nc1n[nH]c(=S)s1)c1ccco1	-1	i	2.5	-1	3	-4	9	8.7*	-1
Cc1ccc(C(=O)NCc2nc3ccccc3[nH]2)o1	-18	i	-0.4	0	10	-3	16	-4	1
COc1ccc(CCNC(=O)CC(=O)N/N=C/c2ccc(Br)cc2)cc1OC	0	i	1.5	0	-6	1	0	-8	-6
O=C(NN1C(=O)c2ccccc2NC1c1ccc([N+](=O)[O-])o1)c1ccc([N+](=O)[O-])cc1 (centres undefined)	4	i	1.6	0	3	30	1	4	0
(listing goes on)
SMILES	NRP1-CendR mod	Neddyl block	MsrA inhibitor	Rin1-Abl PPI inh	eLon inh	FAS-TE inh	SKN-1 inh	bovine MsrA act	MT1-MMP act inh
CNS(=O)(=O)c1ccc(C(=O)NCC(=O)NCC2COc3ccccc3O2)cc1 (centres undefined)	-2	i	-0.1	1	-10	-8	6	-3	2
COc1ccc(C(=O)Nc2cccc(C(=O)NCc3ccccc3)c2)cc1	-4	i	0.1	-1	-10	1	-6	-3	3
CCN(CC)S(=O)(=O)c1cc(C(=O)O)c(Cl)cc1Cl	4	i	1.4	-3	2	-6	-12	-2	3
COc1cccc(C(=O)NCCS(=O)(=O)N2CCCC2)c1	0	i	-0.2	0	-5	-5	13	-4	1
O=C(NCCCO)NC12CC3CC(CC(C3)C1)C2	-8	i	0.5	2	-5	-6	5	-1	5
Cc1ccc(S(=O)(=O)N2CCN(C(=O)c3ccc4ccccc4n3)CC2)c(C)c1	-9	i	-0.6	-1	-11	7	7	-2	-1
O=C(NC1CCCCC1)C(c1ccc(F)cc1)N(C(=O)c1csnn1)C1CCCC1 (centres undefined)	10	i	-0.7	1	-6	-2	10	-2	1
Cc1ccc(CN2CCC(n3nccc3NC(=O)CCCc3ccccc3)CC2)o1	-3	i	-0.4	-1	-4	-2	-3	-6	2
CS(=O)(=O)c1ccccc1C(=O)Nc1cc2c(cc1C(=O)O)OCCCO2	4	i	0.2	1	-6	-3	13	-2	3
CCCc1cc(NCCOCCO)n2c(nc3ccccc32)c1C#N	-1	·	1.1	-4	-10	-8	5	-6	3
CCn1cc(C(=O)NCCC(=O)OC)c(=O)c2cc3c(cc21)OCO3	6	i	0.3	0	0	-5	7	-2	2
CCCCn1c(N)c(N(CCOC)C(=O)C2CCN(C(=O)c3ccc(F)cc3)CC2)c(=O)[nH]c1=O	3	i	0.1	-1	-8	-4	2	-7	3
Cc1ccccc1CC(=O)NCc1cccnc1	5	i	-0.3	4	-5	-7	14	-1	-6
CCC(C(=O)NCC1CCCO1)N(Cc1ccc(F)cc1)C(=O)CNS(=O)(=O)c1ccccc1 (centres undefined)	-12	i	0.1	-1	8	-1	13	-2	0
CCOC(=O)c1c(NC(=O)c2ccc(Br)o2)sc(C)c1CC	3	·	0.3	-2	-6	17	15	1	-10
Nc1c(S(=O)(=O)c2cc(Cl)ccc2Cl)c2nc3ccccc3nc2n1CCN1CCOCC1	-1	i	2.0	3	-6	21	-1	-5	-5
O=C(Nc1cc(S(=O)(=O)N2CCOCC2)ccc1N1CCOCC1)c1ccccc1[N+](=O)[O-]	0	i	0.2	-1	9	-4	-17	-13	4
CCOC(=O)C1=C(COC(=O)C2(C)CC2(Cl)Cl)NC(=O)NC1c1ccc(OC)cc1 (centres undefined)	6	i	-0.6	1	0	6	-4	-2	0
CCC1(C(=O)c2ccccc2)C(c2cccc([N+](=O)[O-])c2)C1(C(=O)OC)C(=O)OC (centres undefined)	-13	i	0.6	-5	11	16	12	-3	-8
Cn1c(=O)[nH]c2nc[nH]c2c1=O	12	i	-1.8	-2	9	-1	19	-1	4
